HT1080NT lethal: kills 2HG-producing HT-1080-NT fibrosarcoma cells | Potency, µM (titrated, usually from 46.1 µM), for inactives: top-dose activity, negative = less viability, actives largely listed as cytotoxic | 360,000 tested, 1.6% active | HT-1080-NT fibrosarcoma viability, CellTiter-Glo ATP luminescence, 48 h | AID 686970;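 further: NT is the 2HG producing partner of a matched IDH1 knockdown line; potency means the concentration at half of the fitted maximal effect; 0% = DMSO-treated cells and -100% = media-only wells without cells; nearly all actives have a fitted effect of over 55% in size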
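Read-out is CellTiter-Glo luminescence after 10 minutes at room temperature, following 48 hours' compound treatment of HT-1080-NT cells (750 cells/well, RPMI, 5% FBS, 37 degrees C).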
KB-3-1 cytotox: KB-3-1 parental cell cytotoxicity. KB-3-1 viability, CellTiter-Glo ATP luminescence, 72 h. Potency, µM (highest dose often 46.1 µM), inactives show at the highest dose activity change, negative = cytotoxic, most hits filed as cytotoxic. 400,000 tested, 1.4% active. AID 1347075; further: potency means the concentration at half of the fitted maximal effect; on the % scale 0 is the no-effect control and ±100 the full control effect; nearly all actives have a fitted effect of over 60% in size
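Screening of KB-3-1 cells (DMEM, 10% FBS, phenol-red free) ran from lowest to highest compound concentration; after 72 h at 37 °C viability was read luminescently and curves fitted.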
SW480 rereplic: DNA re-replication induction in SW480 cells | SW480 DNA re-replication, Hoechst DNA content imaging, 48 h | 340,000 tested, 1.8% active | Potency, µM (doses to about 46.1 µM), for the others: at the top dose re-replication activation, usual class: activators; further: potency means the concentration at half of the fitted maximal effect; % of control where 0% means no effect; nearly all actives have a fitted effect of over 55% in size
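Per well, 250 cells were exposed to pinned compound for 48 hr. Nuclear DNA was visualised with Hoechst (40 min, 37 C) and total object intensity recorded by fluorescence scanning.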
HepG2 tox: counter-screen for TGF-b inhibitors: cytotoxicity in HepG2 cells | HepG2 CAGA-GFP viability, ATP luminescence, 18 h | Potency, µM (doses to about 46.1 µM), without a hit: at the top dose activity change, negative = cytotoxicity, actives largely listed as cytotoxic | 410,000 tested, 0.76% active; further: potency means the concentration at half of the fitted maximal effect; some results filed as inactive show a strong effect at the top dose
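CellTiter-Glo luminescence gave cytotoxicity after 18 hours at 37 degrees C. The cells were HepG2 CAGA-GFP in 1% FBS DMEM, stimulated with 500 pg/mL TGF-beta after compound addition. %Activity was normalised to no-cell wells (complete cell-killing) and DMSO (no toxicity), and curves were fitted and classified.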
HT1080 IDH1KD tx: HT-1080 IDH1 knockdown cell toxicity (counter line). HT-1080 IDH1 knockdown viability, ATP luminescence, 48 h. AID 686971. 360,000 tested, 2% active. Potency, µM (doses to about 46.1 µM), for inactives: at the highest dose activity, negative = toxicity, usual class: cytotoxic;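 further: potency means the concentration at half of the fitted maximal effect; 0% = DMSO wells and -100% = cell-free medium wells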
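Cytotoxicity counter-line: IDH1KD HT-1080, 48 h, CellTiter-Glo. Curves classed by r2, magnitude and activity.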
IL-1B inflam inh: blocks inflammasome-driven IL-1 beta release; 360,000 tested, 4.7% active; AID 743279; THP-1 LPS/ATP IL-1B secretion, AlphaLISA, 16 h; stronger effect = lower value; activity change, % at 57.5 µM; in the data active means activity change below about -50%; inconclusive means mostly about -30% to -49%; further: on the % scale 0 is the no-effect control and ±100 the full control effect
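Secreted IL-1B measured by AlphaLISA bead assay after 16 h compound exposure of THP-1 cells; compounds (final up to 57.5 uM) added 1 h before LPS (250 ng/mL) and ATP (1.25 mM) stimulation; lower signal means less secretion.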
ATXN viability: cell viability loss in ATXN counter-screen | S2 cells (HEK-293 line with an ATXN2-luciferase reporter) viability, CellTiter-Fluor protease fluorescence, 24 h | Potency, µM (top dose mostly 56.7 µM), actives largely listed as cytotoxic | 400,000 tested, 0.49% active; further: potency means the concentration at half of the fitted maximal effect; nearly all actives have a fitted effect of over 40% in size
MCF10A rerep: inducers of DNA re-replication in MCF 10A breast cells. Potency, µM (doses to about 46.1 µM), for the others: at the top dose activity, positive = re-replication, most hits filed as activators. MCF 10A DNA re-replication, Hoechst nuclear intensity, 48 h. 350,000 tested, 2.9% active. AID 624296; further: potency means the concentration at half of the fitted maximal effect; % of control where 0% means no effect; nearly all actives have a fitted effect of over 50% in size
ATXN2 expr inh: reduces ATXN2 reporter expression in HEK-293 cells; HEK-293 ATXN2-luciferase reporter, luminescence, 24 h; Potency, µM (highest dose often 57 µM), for inactives: top-dose activity change, negative = inhibition, most hits filed as inhibitors; 360,000 tested, 0.72% active; AID 1745845; further: potency means the concentration at half of the fitted maximal effect; on the % scale 0 is the no-effect control and ±100 the full control effect; nearly all actives have a fitted effect of over 55% in size
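qHTS (up to 57 uM final) was run with 24 h compound exposure of reporter cells at 37 °C. Each well was multiplexed: SteadyGlo luminescence measured ATXN2-luciferase expression after a fluorogenic Gly-Phe-AFC viability readout (25 uM final).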
* hit, by the source's call; i = inactive; ? = inconclusive; / = no result given; [ ] = dose if it differs, or a comment. Unless noted, the call rests on the fitted dose curve; in most records, active means well fitted curve in the direction sought with a large enough effect; inconclusive means small, poorly fitted or top-dose-only effect, or another doubt; inactive means no such curve, though single readings can be large; an effect the other way counts as inactive or inconclusive.

(1) COc1ccc(-c2cc(N)n(CCC#N)n2)c(OC)c1
(2) CNS(=O)(=O)c1cccc(C(=O)NNC(=O)c2ccc(COc3ccccc3)cc2)c1
(3) COc1ccc(C2N(c3cc(C)on3)C(=O)C3CCCN32)cc1OC (stereo not given)
(4) COc1cccc(C(=O)NN/C(C)=C/C(=O)C(F)(F)C(F)(F)C(F)(F)F)c1
(5) COC(=O)N/N=C/c1cn(CCOc2ccccc2)c2ccccc12
Screen / compound no.	1	2	3	4	5
HT1080NT lethal	6%	-2%	8%	?	-9%
KB-3-1 cytotox	-1%	10%	7%	?	?
SW480 rereplic	-3%	-13%	0%	?	-113%[inhibitor]
HepG2 tox	-2%	2%	5%	-78%	-6%
HT1080 IDH1KD tx	6%	-21%	1%	15µM*	-15%
IL-1B inflam inh	18	-10	2	95	?
ATXN viability	i	i	i	i	?
MCF10A rerep	-4%	-2%	2%	?	2%
ATXN2 expr inh	3%	-11%	-5%	-41%	17%

(6) CSc1nc2oc3c(c2c2nncn12)CC(C)(C)SC3
(7) CN(C)C(CNC(=O)CNC(=O)c1ccc2ccccc2c1)c1ccccc1 (stereo not given)
(8) Cc1ccc(O)c(NC(=S)NC(=O)C(C)C)c1
(9) CCCCOC(=O)c1[nH]c(C)c(C(=O)OC)c1C
(10) CCn1c(SCC(=O)Nc2c(C#N)cnn2-c2ccccc2)nnc1-c1cccs1
Screen / compound no.	6	7	8	9	10
HT1080NT lethal	1%	-10%	-7%	9%	12%
KB-3-1 cytotox	14%	2%	-14%	-9%	6%
SW480 rereplic	-3%	-4%	-53%[inhibitor]	7%	-3%
HepG2 tox	6%	-13%	-6%	-15%	7%
HT1080 IDH1KD tx	5%	3%	8%	6%	17%
IL-1B inflam inh	-11	-13	-2	6	40
ATXN viability	i	i	i	i	i
MCF10A rerep	0%	1%	2%	2%	1%
ATXN2 expr inh	-1%	7%	41%[activator]	74%[activator]	0%

(11) CCC(COC(=O)Nc1cccc(C)c1C)NC(=O)OCC(C)C (stereo not given)
(12) COCc1[nH]nc2c1C(c1ccccc1Cl)C(C#N)=C(N)O2 (stereo not given)
(13) COCCCNC(=O)Cn1c(=O)n(CCCCCC(=O)NCc2ccc3c(c2)OCO3)c(=O)c2sccc21
(14) Cc1ccc(N(CN2C(=O)c3ccccc3C2=O)C(=O)c2ccc([N+](=O)[O-])cc2[N+](=O)[O-])cc1
(15) Cc1cc(C)cc(OCC(=O)Nc2ccc(-n3cnnn3)cc2)c1
Screen / compound no.	11	12	13	14	15
HT1080NT lethal	-5%	8%	-2%	11%	-5%
KB-3-1 cytotox	2%	-4%	0%	18%	1%
SW480 rereplic	-2%	-4%	5%	5%	-9%
HepG2 tox	-11%	-2%	5%	4%	-29%
HT1080 IDH1KD tx	-15%	-2%	6%	10%	-1%
IL-1B inflam inh	-8	?	5	78	-20
ATXN viability	i	i	i	i	i
MCF10A rerep	-3%	6%	0%	-5%	-5%
ATXN2 expr inh	-8%	4%	2%	-4%	/

Single entries from the entries so far.
KB-3-1 cytotox with compound 14 reads 18%
ATXN2 expr inh with compound 12 reads 4%

The list continues:
(16) COc1ccc2c(c1)c1c(c(=O)n(-c3ccc(F)c(Cl)c3)c(=O)n1CC(N)=O)n2C
(17) O=C(Nc1cnn(Cc2ccccc2)c1)c1cc2nc(-c3ccco3)cc(C(F)(F)F)n2n1
(18) NC(=O)Cn1nnc(-c2ccc(NC(=O)c3ccc(F)cc3)cc2)n1
(19) CCCNC(=O)C1(C)CCCN(Cc2cccn2C)C1 (stereo not given)
(20) COc1ccc(Nc2ncc3c(n2)CC(c2ccccc2)CC3=O)cc1 (stereo not given)
Screen / compound no.	16	17	18	19	20
HT1080NT lethal	/	-15%	-5%	3%	4%[9.24 µM]
KB-3-1 cytotox	6%	9%	-2%	0%	-1%
SW480 rereplic	/	-1%[9.22 µM]	3%	/	11%
HepG2 tox	-12%	8%	8%	-12%	-34%
HT1080 IDH1KD tx	/	-12%	9%	12%	-2%
IL-1B inflam inh	/	8	38	-11	7
ATXN viability	?	i	i	i	i
MCF10A rerep	/	2%	?	/	?
ATXN2 expr inh	-8%	1%	/	8%	-2%

(21) CC(=O)c1cccc(CN2CCC(CO)(CCOc3ccccc3)CC2)c1
(22) COC(=O)[C@]12CCCCC=C1N(Cc1ccc(Cl)cc1Cl)C(=O)[C@H](CC(=O)NCC13CC4CC(CC(C4)C1)C3)C2
(23) COc1ccc(CNC(=O)CN(Cc2ccc(Cl)cc2)S(C)(=O)=O)cc1
(24) Cc1nn(-c2ccccc2)c(C)c1/C=N/NC(=O)c1cccs1
(25) CCc1c(C)sc(NC(=O)c2ccccc2[N+](=O)[O-])c1C(N)=O
Screen / compound no.	21	22	23	24	25
HT1080NT lethal	-2%	16%	-11%	-17%	10%
KB-3-1 cytotox	-4%	-1%	-2%	?	10%
SW480 rereplic	-65%[inhibitor]	/	-2%	?	2%
HepG2 tox	-9%	/	-1%	-22%	-7%
HT1080 IDH1KD tx	-1%	0%	-12%	-7%	5%
IL-1B inflam inh	2	24	-10	13	-4
ATXN viability	?	i	?	i	i
MCF10A rerep	?	/	10%	16%	-1%
ATXN2 expr inh	-30%	2%	3%	157%[activator]	5%

(26) Cc1cc(C)c(S(=O)(=O)N2CCN(C(=O)c3ccc4c(c3)OCO4)CC2)c(C)c1
(27) COc1ccc(-n2c(=O)c3sc4ccccc4c3n(C)c2=O)cc1
(28) Cc1nc2ccn(Cc3cccnc3)c(=O)c2cc1C(=O)NCc1ccc(Cl)cc1
(29) COc1ccc(OC)c(N2C(=O)C(Cl)=C(N3CCCCC3)C2=O)c1
(30) COc1ccccc1NC(=O)C(=O)Nc1ccc2c(c1)N(C(=O)C1CC1)CCC2
Screen / compound no.	26	27	28	29	30
HT1080NT lethal	-28%	/	/	10%	-3%
KB-3-1 cytotox	-26%	23%	?	0%	-2%
SW480 rereplic	8%	/	/	23%	-7%
HepG2 tox	-36%	2%	1%	-10%	-8%
HT1080 IDH1KD tx	-21%	/	/	4%	-1%
IL-1B inflam inh	-60*	/	/	-13	4
ATXN viability	i	i	i	i	i
MCF10A rerep	9%	/	/	?	?
ATXN2 expr inh	-26%	-2%	?	-3%	-2%

(31) COc1ccc(CNC(=O)C2CC(c3cc(C(F)(F)F)cc(C(F)(F)F)c3)=NO2)cc1 (stereo not given)
(32) O=C(NCC(c1ccco1)N1CCN(c2ccccc2F)CC1)c1ccc2c(c1)OCO2 (stereo not given)
(33) CC(C)(C)C(=O)Nc1nnc(CSCc2ccccc2F)s1
(34) COc1ccc(/C(N)=N/OC(=O)Cc2cccs2)cc1OC
(35) COc1ccc(NCc2nc3ccccc3n2CCOc2ccccc2C)cc1
Screen / compound no.	31	32	33	34	35
HT1080NT lethal	10%	-19%	0%	8%	/
KB-3-1 cytotox	?	?	-15%	-3%	-10%
SW480 rereplic	-9%	70%	3%	-5%	/
HepG2 tox	8%	-2%	-2%	-8%	-38%
HT1080 IDH1KD tx	9%	?	2%	13%	/
IL-1B inflam inh	63	1	48	-13	/
ATXN viability	?	i	i	i	?
MCF10A rerep	6.5µM*	5%	16%	-1%	/
ATXN2 expr inh	-4%	-6%	-6%	33%[activator]	-10%

(36) COc1ccc(C)cc1NC(=O)CSc1ncc2c(n1)-c1ccc(Cl)cc1N(Cc1ccccc1)S2(=O)=O
(37) Cc1ccc(C)c(NC(=O)CCN2CCN(C)CC2)c1
(38) Nc1n[nH]c(S(=O)(=O)CCCc2ccccc2)n1
(39) CCc1nc2c(OCC(N)=O)cccn2c1N(C)C(=O)c1ccc(OC)cc1
(40) CCC(OC(=O)c1nsc(Cl)c1Cl)C(=O)NCc1ccco1 (stereo not given)
Screen / compound no.	36	37	38	39	40
HT1080NT lethal	/	10%	13%	1%	0%
KB-3-1 cytotox	-9%	7%	8%	0%	5%
SW480 rereplic	/	-38%[inhibitor]	-4%	/	-5%
HepG2 tox	-5%	-2%	3%	-4%	0%
HT1080 IDH1KD tx	/	23%	13%	3%	7%
IL-1B inflam inh	/	-2	28	3	24
ATXN viability	i	i	i	i	i
MCF10A rerep	/	-1%	0%	/	-1%
ATXN2 expr inh	-11%	-21%	5%	-3%	0%

Five compounds from above with just ATXN viability and ATXN2 expr inh.
cpd	smiles	ATXN viability	ATXN2 expr inh
39	CCc1nc2c(OCC(N)=O)cccn2c1N(C)C(=O)c1ccc(OC)cc1	i	-3%
38	Nc1n[nH]c(S(=O)(=O)CCCc2ccccc2)n1	i	5%
37	Cc1ccc(C)c(NC(=O)CCN2CCN(C)CC2)c1	i	-21%
40	CCC(OC(=O)c1nsc(Cl)c1Cl)C(=O)NCc1ccco1 (stereo not given)	i	0%
36	COc1ccc(C)cc1NC(=O)CSc1ncc2c(n1)-c1ccc(Cl)cc1N(Cc1ccccc1)S2(=O)=O	i	-11%

Carrying on.
(41) Cc1cccc(-n2cc(-c3ccc([N+](=O)[O-])cc3)[nH]c2=S)c1
(42) COc1ccc(C(=O)COc2ccc(F)cc2)c(O)c1
(43) Cc1ccc(CC(=O)Nc2cccc([N+](=O)[O-])c2)cc1
(44) O=c1nc(-c2ccccc2)cc(-c2ccccc2)[nH]1
(45) Cc1ccc2oc(-c3cccc(NC(=O)C4CCCO4)c3)nc2c1 (stereo not given)
(46) COc1ccc(C(=O)NCC(c2cccnc2)N2CCN(c3ccccc3OC)CC2)cc1 (stereo not given)
Screen / compound no.	41	42	43	44	45	46
HT1080NT lethal	0%	4%	0%	12%	?	/
KB-3-1 cytotox	8%	-3%	2%	?	1%	0%
SW480 rereplic	2%	4%	0%	-3%	-1%	/
HepG2 tox	3%	-2%	2%	-2%	-24%	-49%
HT1080 IDH1KD tx	3%	23%	8%	7%	-25%	/
IL-1B inflam inh	8	?	-3	-4	-23	/
ATXN viability	i	i	i	i	i	?
MCF10A rerep	-1%	-8%	11%	0%	-3%	/
ATXN2 expr inh	40%[activator]	58%[activator]	/	12%	53%[activator]	-19%
